# Source: PubChem
# LYPLA2 counter: LYPLA2 inhibitors, primary screen, counter-screen for PME1 inhibitor project, biochemical, fluorescence polarization, FP-Rh probe ABPP | AID 2177, 2009 | 320,000 tested, 0.38% active | recombinant LYPLA2 | Acyl-protein thioesterase 2 (Homo sapiens), O95372 | inhibition, % at 5.9 µM;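 active means inhibition above the screen-wide mean plus 3 SD, limit set per campaign, cut at about 26% in these data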;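 further: 0% = LYPLA2 with DMSO and 100% = wells lacking LYPLA2 enzyme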
# PAFAH1B2 inh: PAFAH1B2 enzyme inhibitors, primary screen, biochemical, fluorescence polarization, human. 340,000 tested, 1.2% active. AID 492953, 2010. recombinant PAFAH1B2, FP-rhodamine activity probe. inhibition, % at 3.39 µM. Platelet-activating factor acetylhydrolase IB subunit alpha2 (Homo sapiens), P68402;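 active means inhibition above the mean of all tested compounds plus 3 SD, cut at about 24% in these data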;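 further: 0% = enzyme with DMSO and 100% = wells lacking PAFAH1B2; many of its hits are not listed in these tables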
# Target sequence (P68402 whole entry, looked up): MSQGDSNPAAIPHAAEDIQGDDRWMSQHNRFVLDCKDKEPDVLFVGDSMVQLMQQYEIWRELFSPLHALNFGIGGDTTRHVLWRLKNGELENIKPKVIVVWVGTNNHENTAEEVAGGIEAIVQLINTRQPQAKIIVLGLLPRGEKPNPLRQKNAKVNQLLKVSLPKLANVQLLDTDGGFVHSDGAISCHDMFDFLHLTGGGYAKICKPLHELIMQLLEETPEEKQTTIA
# PAFAH2 FP inh: PAFAH2 enzyme inhibitors, primary screen, biochemical, fluorescence polarization, human | recombinant PAFAH2, FP-rhodamine activity probe | inhibition, % at 3.39 µM | 340,000 tested, 0.99% active | AID 492956, 2010;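 active means inhibition above the mean over all tested compounds plus 3 SD, cut at about 30% in these data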;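 further: inhibitors block probe labeling of enzyme so polarization drops; 0% = enzyme with DMSO and 100% = wells lacking PAFAH2 protein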
# LYPLA1 counter: LYPLA1 inhibitors, primary screen, counter-screen for PME1 inhibitor project, biochemical, fluorescence polarization, FP-Rh probe ABPP; recombinant LYPLA1; Acyl-protein thioesterase 1 (Homo sapiens), O75608; AID 2174, 2009; inhibition, % at 5.9 µM; 320,000 tested, 0.16% active;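 active means inhibition above the mean of all tested compounds plus 3 SD, set per campaign, cut at about 14% in these data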;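 further: inhibitors block serine hydrolase probe labeling of LYPLA1 so polarization falls; 0% = enzyme with DMSO and 100% = wells lacking LYPLA1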
# PAFAH1B3 FP inh: PAFAH1B3 enzyme inhibitors, primary screen, biochemical, fluorescence polarization, human. recombinant PAFAH1B3, FP-rhodamine probe. inhibition, % at 3.39 µM. 340,000 tested, 0.28% active;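 active means inhibition above the screen-wide average of all tested compounds plus 3 SD, cut at about 25% in these data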;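 further: 0% = enzyme with DMSO only and 100% = wells lacking PAFAH1B3 protein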
# Target sequence (Q15102 whole entry, looked up): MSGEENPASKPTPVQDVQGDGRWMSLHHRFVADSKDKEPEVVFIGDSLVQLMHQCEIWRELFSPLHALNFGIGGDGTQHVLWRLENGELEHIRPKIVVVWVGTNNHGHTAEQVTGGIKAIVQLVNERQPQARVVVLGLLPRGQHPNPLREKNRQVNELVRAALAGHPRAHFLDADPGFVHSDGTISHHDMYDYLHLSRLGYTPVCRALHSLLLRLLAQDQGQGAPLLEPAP
# PME-1 primary: PME-1 inhibitors via competitive probe labeling, primary screen, biochemical, fluorescence polarization, FP-Rh probe, HTS. inhibition, % at 5.9 µM. AID 2130, 2009. 320,000 tested, 0.53% active. recombinant PME-1. Protein phosphatase methylesterase 1 (Homo sapiens), Q9Y570;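 active means inhibition above the campaign mean of all compounds plus 3 SD, cut at about 26% in these data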;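 further: competitive labeling of PME-1 active site by serine hydrolase directed probe; 0% = PME-1 with DMSO and 100% = wells lacking PME-1 enzyme; inhibitors block probe labeling so polarization falls and inhibition rises; many of its hits are not listed in these tables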
# Target sequence (Q9Y570 whole entry, looked up): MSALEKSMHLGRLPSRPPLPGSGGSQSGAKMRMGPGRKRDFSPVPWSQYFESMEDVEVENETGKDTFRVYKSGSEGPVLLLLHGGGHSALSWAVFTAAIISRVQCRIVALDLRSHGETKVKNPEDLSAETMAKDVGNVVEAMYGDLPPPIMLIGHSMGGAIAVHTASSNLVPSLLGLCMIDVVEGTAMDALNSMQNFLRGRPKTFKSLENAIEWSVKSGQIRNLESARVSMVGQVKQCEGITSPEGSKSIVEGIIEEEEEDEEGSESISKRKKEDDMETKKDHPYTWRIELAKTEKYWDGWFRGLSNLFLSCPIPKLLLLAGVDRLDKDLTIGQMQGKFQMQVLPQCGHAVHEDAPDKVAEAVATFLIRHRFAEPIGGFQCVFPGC
# GSTO1 counter: inhibitors of recombinant GSTO1, primary screen, counter-screen for RBBP9 inhibitor project, biochemical, fluorescence polarization | activity-based probe fluorescence polarization | AID 1974, 2009 | inhibition, % at 5.96 µM | 300,000 tested, 1.1% active;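 active means inhibition above the campaign mean inhibition plus 3 SD, cut at about 35% in these data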;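 further: 0% = GSTO1-1 with DMSO and 100% = wells lacking GSTO1-1 enzyme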
# Target sequence (P78417 whole entry, looked up): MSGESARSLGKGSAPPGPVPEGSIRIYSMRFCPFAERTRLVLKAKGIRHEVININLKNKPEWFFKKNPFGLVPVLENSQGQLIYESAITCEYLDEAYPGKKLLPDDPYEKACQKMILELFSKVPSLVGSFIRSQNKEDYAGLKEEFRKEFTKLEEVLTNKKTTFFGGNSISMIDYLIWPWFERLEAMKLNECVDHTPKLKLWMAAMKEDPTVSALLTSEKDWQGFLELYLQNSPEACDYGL
# PAD4 inh: human PAD4 inhibitors, primary screen, biochemical, fluorescence polarization, 1536-well format. inhibition, % at 6.36 µM. AID 485272, 2010. recombinant PAD4, RCA probe fluorescence polarization. Protein-arginine deiminase type-4 (Homo sapiens), Q9UM07. 330,000 tested, 0.41% active;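 active means percent inhibition above a cutoff equal to the mean of all tested compounds plus 3 SD, cut at about 15% in these data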;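 further: 0% = PAD4 with RCA probe and DMSO and 100% = probe without PAD4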
# pPAFAH inh: pPAFAH enzyme inhibitors, primary screen, biochemical, fluorescence polarization, human; recombinant pPAFAH, FP-rhodamine probe fluorescence polarization; Platelet-activating factor acetylhydrolase (Homo sapiens), Q13093; inhibition, % at 3.39 µM; 330,000 tested, 1.5% active;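 active means inhibition above the mean inhibition across the screen plus 3 SD, cut at about 25% in these data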;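 further: inhibitors block binding of the rhodamine activity-based probe so polarization drops; 0% = enzyme with DMSO and 100% = wells lacking pPAFAH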
# Numbers without * were called inactive; . = no result given. Some of the compounds tested; rates above refer to the full screens.
SMILES,LYPLA2 counter,PAFAH1B2 inh,PAFAH2 FP inh,LYPLA1 counter,PAFAH1B3 FP inh,PME-1 primary,GSTO1 counter,PAD4 inh,pPAFAH inh
COc1cc(-c2ccc(NC(C)=O)c(OC)c2)ccc1NC(C)=O,-3,3,3,0,6,-2,6,-1,2
CC(C)OCCCNC(=O)c1ccc(CN2CCc3ccccc3C2)cc1,0,4,-2,0,2,0,8,-4,0
O=C(Nc1cccc(F)c1)c1cccnc1NCCc1ccccc1,-25,-1,-16,-15,-4,-14,-8,-2,-7
O=C1SC(SCc2ccccc2)=N/C1=C\c1ccc(C(=O)O)cc1,-2,12,28,0,-5,1,4,-6,6
COc1cc(/C=N/NC(=O)COc2ccccc2[N+](=O)[O-])ccc1OC(=O)c1ccco1,1,2,-3,-1,13,-4,5,1,2
Cc1ccc(-n2c(=O)[nH]cc(C(=O)Nc3ccc4c(c3)OCCO4)c2=O)cc1,0,7,-2,-1,0,1,4,-1,2
O=C(CCCNc1ccccc1)N/N=C/c1cccs1,6,1,-8,3,5,1,8,-3,5
COC(=O)c1ccc(-c2nc(O)c(C)s2)cc1,5,4,2,3,3,1,2,-1,6
CCO[C@H]1OC(C(=O)NC2CC2)=C[C@@H](c2ccccc2)[C@@H]1CCCO,1,1,4,-7,4,0,0,4,1
O=C(COc1ncnc2ccccc12)Nc1cc([N+](=O)[O-])ccc1Cl,1,6,4,4,9,4,4,0,0
CC(CNC(=O)c1cc(COc2ccc3ncccc3c2)on1)c1ccccc1 (stereo not given),10,2,2,-6,4,-12,-9,4,0
CNS(=O)(=O)c1cc(OC)c(OC)cc1CC(=O)OC,3,4,4,-1,5,1,3,-2,6
CN1CCN(C(=O)NC2CCCN2S(=O)(=O)c2ccc(Cl)cc2)CC1 (stereo not given),6,0,2,3,1,-3,2,-9,7
S=c1[nH]nc(-c2cccs2)n1Cc1ccccc1,2,7,2,0,5,6,2,3,0
COc1ccc([N+](=O)[O-])cc1C(=O)Nc1ccc(OCC(=O)N2CCOCC2)cc1,-4,0,-1,-3,1,1,0,2,-1
CCOc1ccc(N2C(=O)C3C(c4ccccc4F)NN(C(=O)c4ccc(C)cc4)C3C2=O)cc1 (stereo not given),0,2,-3,5,2,-2,8,1,-3
Cc1ccc(Nc2nc(N)nc(CSC(=S)N3CCOCC3)n2)cc1,-5,7,8,-4,-2,-5,5,-8,1
CCN1CCN(C(=O)c2cn(CC)c3ccc(S(=O)(=O)N(C)C)cc3c2=O)CC1,2,9,1,-3,-4,-2,1,1,1
CCCNC(=O)CN(Cc1ccccc1F)S(=O)(=O)c1ccc(C)cc1,5,4,-2,1,2,1,11,-4,1
O=C(Nc1ccc(F)cc1)c1ccc(C(=O)N2CCCC(O)C2)cc1 (stereo not given),3,0,0,-1,7,-6,3,-2,10
O=C(CCC(=O)Nc1ccccc1)NNC(=O)COc1ccccc1,0,6,4,-1,3,0,-1,-5,0
O=C(CSc1nc2ccccc2c(=O)n1-c1ccc(F)cc1)Nc1ccc(C(=O)O)cc1,5,4,2,-2,3,-5,9,-8,5
CCC(C)C(=O)Nc1nc2ccc(S(C)(=O)=O)cc2s1 (stereo not given),-1,5,-1,0,3,0,0,2,3
COc1ccc(S(=O)(=O)Nc2cccc3c2O[C@H](CN(C)S(=O)(=O)c2cccs2)[C@@H](C)CN([C@H](C)CO)C3=O)cc1,.,3,-6,.,7,.,.,1,-3
CN(C(=O)CSc1ncnc2sc(-c3ccccc3)cc12)C1CCS(=O)(=O)C1 (stereo not given),0,10,-2,-4,-11,4,-10,-4,5
# Remaining list, next part
SMILES,LYPLA2 counter,PAFAH1B2 inh,PAFAH2 FP inh,LYPLA1 counter,PAFAH1B3 FP inh,PME-1 primary,GSTO1 counter,PAD4 inh,pPAFAH inh
Cc1ccccc1CSc1ccc2nnc(-c3ccccn3)n2n1,5,2,8,0,9,4,2,0,2
Cc1cc(C)cc(NC(=O)CCc2c(C)nn(-c3ccc(N4CCOCC4)nn3)c2C)c1,-2,1,2,-4,3,0,-2,2,0
CCc1cc(=O)oc2cc(OC(C)C(=O)NCC3CCC(C(=O)O)CC3)c(Cl)cc12 (stereo not given),0,5,2,-3,8,2,9,0,-3
COc1nc(N)c(S(=O)(=O)c2ccccc2)cc1C#N,-2,2,-10,-3,-1,-2,-3,-2,4
Cc1nnc(SCCOc2ccccc2)s1,-2,3,6,-2,-4,-4,-2,-7,-6
CNC[C@@H]1Oc2ccc(NS(=O)(=O)c3ccc(OC)cc3)cc2CC(=O)N([C@H](C)CO)C[C@@H]1C,.,1,1,.,6,.,.,3,8
CN(C)CCOc1ccc(C(C)(C)c2ccccc2)cc1,-2,5,5,3,10,-3,-2,4,5
COc1ccc(N2CCN(C(=O)CSc3nc(C)cs3)CC2)cc1,5,1,6,2,7,-1,7,0,-5
Clc1nccc(N2CCN(c3ccccc3Cl)CC2)n1,2,.,.,0,.,-2,5,2,0
COc1ccc(C(=O)O)cc1S(=O)(=O)Nc1ccc(N2CCCCC2)cc1,.,5,3,.,7,.,.,-5,0
Nc1nc(-c2c[nH]c3ccccc23)cs1,-13,8,-1,-8,4,-2,-5,-71,1
OCC[C@H]1C[C@@H](O)[C@H](O)[C@]2(CCCc3ccccc3O2)O1,3,-1,-8,-1,-5,6,1,13,4
O=C1CCC(/C=C/c2ccccc2)=NN1Cc1ccccc1,0,-2,4,0,4,1,-1,-1,7
C=CCn1c(SCC(=O)N2CCCC2)nc2cc(C(=O)NCC3CCCO3)ccc2c1=O (stereo not given),-2,1,5,-1,0,0,2,-3,1
CCc1ccccc1NC(=O)NC1CC2CCC(C1)N2Cc1ccco1 (stereo not given),-6,1,-1,-2,4,-2,3,-2,4
COc1ccc(NC(=O)CN(C)S(=O)(=O)c2ccc(C)cc2)c([N+](=O)[O-])c1,-1,2,-8,-3,-3,-6,3,1,2
CC(CCc1ccccc1)NC(=O)Cc1cccs1 (stereo not given),-2,7,6,-4,12,-5,4,-5,0
OC1(c2ccc(Br)cc2)CCNCC1,7,3,4,1,6,3,-1,-6,2
CC(C)NC(=O)COc1ncnc2sccc12,-1,2,2,0,12,1,8,2,1
CCCCC[C@H](O)/C=C/[C@@H]1[C@@H](C/C=C\CCCC(=O)O)[C@@H](O)C[C@H]1O,2,4,-4,-3,4,0,10,3,6
Cc1nc2ccc(NC(=O)Cc3ccccc3F)cc2s1,4,3,-4,-1,7,-3,-4,5,5
CCCNc1cc(C)oc(=O)c1C(=O)CC,5,-3,0,-1,-4,-4,-3,-1,5
CC(=O)c1cn(CC(=O)Nc2ccccc2Cl)c2ccccc12,-4,1,1,-4,0,2,8,0,0
CSc1cccc(CNC(=O)CC2C(=O)NCCN2CC(C)(C)C)c1 (stereo not given),-3,9,-9,0,10,1,9,1,1
CS(=O)(=O)Nc1ccc(C(=O)N2CCc3ccccc3C2)cc1,-2,3,3,-2,3,-3,3,0,5

# Individual results from the list.
# O=C1CCC(/C=C/c2ccccc2)=NN1Cc1ccccc1 – GSTO1 counter: -1
# OCC[C@H]1C[C@@H](O)[C@H](O)[C@]2(CCCc3ccccc3O2)O1 – PAFAH1B3 FP inh: -5

# Remaining list, next part:
SMILES,LYPLA2 counter,PAFAH1B2 inh,PAFAH2 FP inh,LYPLA1 counter,PAFAH1B3 FP inh,PME-1 primary,GSTO1 counter,PAD4 inh,pPAFAH inh
O=C(Oc1ccccc1Cl)c1ccccc1P(=O)(O)O,9,5,0,2,2,1,1,10,-6
COc1ccccc1NC(=S)NNC(=O)c1ccccc1Br,0,4,7,-1,-5,1,3,3,-1
Cc1cc(=O)oc2cc(OC(C)C(=O)Nc3nccs3)ccc12 (stereo not given),0,5,-5,-2,6,7,-2,-2,-3
CN(C)CCNC(=O)Cn1nc(C(F)F)cc1C1CC1,5,-3,3,-2,-4,3,3,2,-1
Cc1cc(C)c2nc(SC(C)C#N)cc(C)c2c1 (stereo not given),2,1,0,-2,-1,-4,6,-2,0
O=C(Nc1ccccc1C(=O)Nc1ccc(Cl)cc1)c1cccnc1,0,3,-5,-4,10,2,-8,-5,5
COc1ccccc1NC(=S)NC(=O)/C=C/c1cccs1,-16,1,-15,-8,4,-14,-2,-5,1
CC1(C)CC(NC(=O)c2ccccc2C(=O)NC2CC(C)(C)NC(C)(C)C2)CC(C)(C)N1,4,-4,-4,-1,-3,1,5,2,-2
O=C(OC(C(=O)NCc1cccs1)c1ccccc1Cl)c1ccco1 (stereo not given),-3,10,15,0,6,0,-7,4,3
O=C(CN1C(=O)c2ccccc2S1(=O)=O)NCCSCc1c(F)cccc1Cl,2,3,6,-4,6,0,10,2,9
COc1ccc(C2Nc3ccccc3C(=O)N2c2ccc(Cl)cc2)cc1Cn1cc([N+](=O)[O-])cn1 (stereo not given),-1,-3,-3,-5,1,1,31,6,4
C/C(Cc1ccccc1)=N\NC(=O)CNC(=O)c1ccc(Cl)cc1,2,4,8,0,5,1,-8,1,1
Cc1cc(NC(=O)COc2ccc([N+](=O)[O-])cc2)no1,1,4,0,1,1,1,.,4,0
O=C(O)c1cc(-c2ccccc2)nn1CC1CC(c2cccc([N+](=O)[O-])c2)=NO1 (stereo not given),2,.,.,-1,.,-8,4,0,-5
CCS(=O)(=O)c1ccc2oc(Nc3cc(Cl)ccc3OC)nc2c1,5,4,0,-7,7,5,6,3,6
CC1(C(=O)N/N=C/c2cc3c(cc2Br)OCO3)CC1(Br)Br (stereo not given),-6,7,15,1,8,1,0,-1,-14
COc1ccc(C2Nc3ccccc3C(=O)N2Cc2ccccc2)cc1CN1CCOCC1 (stereo not given),12,2,0,3,7,-6,-2,-4,3
O=C(NCCc1ccccn1)C1CC(=O)N(Cc2ccccc2Cl)C1 (stereo not given),1,3,-8,-3,5,-3,-2,0,-1
CCCCOC(=O)Nc1ccc(S(=O)(=O)Nn2cnnc2)cc1,4,3,3,2,-1,0,3,-1,-4
CCC(=O)Nc1nc(C)c(-c2csc(Nc3cccc(O)c3)n2)s1,12,10,13,4,12,30*,1,-2,32*
CC(=O)Nc1cccc(NC(=O)CCNC(=O)c2ccc(Cl)cc2)c1,-6,2,-3,-3,4,-2,-1,4,1
Cc1ccc2cc(C#N)c(NCCCNC(=O)C3CCCO3)nc2c1 (stereo not given),-2,4,2,-1,2,-9,4,-4,8
COCCC(=O)N1CCC(Oc2ccc(C(=O)NCc3cc(C)n(C)n3)cc2)CC1,-1,-4,0,0,5,6,-3,1,-1
CC(C)C(NC(=O)c1ccccc1F)C(=O)Nc1ccc2c(c1)OCO2 (stereo not given),1,11,6,1,1,5,10,3,3
COc1cccc(C(=O)OCC(=O)Nc2sc3c(c2C(N)=O)CCC3)c1O,5,4,19,0,5,-2,.,0,28*
CCNC(=O)Cc1ccc(NS(=O)(=O)c2ccc(F)cc2)cc1,4,2,-5,-1,7,0,1,8,9
